SF-1 act: activators of human nuclear receptor SF-1 | activation, % at 10 µM | 65,000 tested, 1.9% active | CHO-K1 Gal4-SF-1 LBD luciferase reporter; % increase over DMSO SF-1-specific signal;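 active = activation above the mean activation of all tested compounds plus 3 SD, cut at about 50% in these data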
Target sequence (Q13285 whole entry, looked up, the tested form may be a part): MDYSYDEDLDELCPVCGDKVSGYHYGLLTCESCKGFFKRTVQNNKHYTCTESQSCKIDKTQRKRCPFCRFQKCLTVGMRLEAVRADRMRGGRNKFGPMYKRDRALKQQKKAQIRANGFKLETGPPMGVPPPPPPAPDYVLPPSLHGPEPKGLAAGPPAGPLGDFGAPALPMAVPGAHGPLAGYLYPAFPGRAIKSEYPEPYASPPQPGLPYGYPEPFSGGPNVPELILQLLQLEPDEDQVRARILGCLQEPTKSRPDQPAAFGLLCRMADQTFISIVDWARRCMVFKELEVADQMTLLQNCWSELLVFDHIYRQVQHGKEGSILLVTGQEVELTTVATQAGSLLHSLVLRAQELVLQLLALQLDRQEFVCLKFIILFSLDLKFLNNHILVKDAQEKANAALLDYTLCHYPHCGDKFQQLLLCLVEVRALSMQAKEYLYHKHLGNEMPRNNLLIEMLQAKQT
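Assay system: CHO-K1 cells co-transfected with Gal4 DBD–human SF-1 LBD, 5xGal4 luciferase reporter; doses: 10 µM only; incubation: 20 h compound exposure at 37 °C after 1 h cell settling; signal: luciferase light emission; evaluation: percent activation versus DMSO; repeats: one test per compound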
RORa activator: activators of human nuclear receptor RORA. CHO-K1 Gal4-RORA LBD luciferase reporter, luminescence; percent increase over mock-subtracted basal signal. AID 560. activation, % at 10 µM. 65,000 tested, 1.5% active;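 active = activation above the mean of all tested compounds plus 3 SD, cut at about 49% in these data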;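 also: 0% = DMSO-treated RORA cells and 100% = added signal equal to DMSO minus mock-transfected cells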
5HT1a antag: blocks the human serotonin 5-HT1a receptor; P08908; CHO 5-HT1a Ga15 NFAT-bla reporter, antagonist mode; inhibition, % at 10 µM; 62,000 tested, 0.68% active;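 active = inhibition above the mean of all tested compounds plus 3 SD, cut at about 43% in these data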;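 also: receptor stimulated by 5-CT agonist at 100 nM near EC80; beta-lactamase reporter measured by ratiometric fluorescence of a cleavable substrate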
tolC growth inh: blocks growth of E. coli BW25113 tolC mutant | AID 573 | OD615 | growth inhibition, % at 10 µM (by protocol) | 65,000 tested, 2.2% active;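 active = growth inhibition at or above a cutoff equal to the mean over every tested compound plus 3 SD, cut at about 60% in these data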;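 also: growth measured after 20 h incubation at 37 °C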
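Material: E. coli BW25113 ΔtolC::kan, tolC deletion mutant strain. Measure: percent growth inhibition. Schedule: 37 °C, 20 h exposure. Doses: single-point testing at 10 µM. Signal: A615 absorbance measurement. Buffer or medium: kanamycin-containing LB broth (50 µg/mL).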
5HT1E antag: 5-HT1E (human) receptor antagonism | inhibition, % at 6 µM | CHO 5-HT1E Ga15 NFAT-bla reporter, FRET, antagonist | 65,000 tested, 0.99% active | P28566;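 active = inhibition above a set limit, the mean inhibition across every tested compound plus 3 SD, cut at about 29% in these data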;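 also: signal is the 460 over 535 nm emission ratio of beta-lactamase substrate; 0% = agonist plus DMSO wells and 100% = wells without agonist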
Target sequence (P28566 whole entry, looked up): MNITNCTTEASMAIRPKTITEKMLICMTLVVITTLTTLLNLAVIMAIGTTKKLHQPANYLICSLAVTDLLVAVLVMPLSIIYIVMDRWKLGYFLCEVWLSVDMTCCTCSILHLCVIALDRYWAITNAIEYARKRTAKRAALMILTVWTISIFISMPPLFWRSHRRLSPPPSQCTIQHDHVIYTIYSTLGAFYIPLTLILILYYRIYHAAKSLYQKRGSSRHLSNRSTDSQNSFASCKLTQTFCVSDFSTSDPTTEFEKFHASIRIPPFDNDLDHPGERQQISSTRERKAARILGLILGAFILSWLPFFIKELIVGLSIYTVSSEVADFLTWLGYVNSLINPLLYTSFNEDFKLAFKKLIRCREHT
5HT1E ag: activates the human 5-HT1E serotonin receptor | CHO 5-HT1E Ga15 NFAT-bla reporter, FRET; 0% DMSO wells, 100% control agonist wells | 65,000 tested, 0.69% active | activation, % at 6 µM | P28566;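 active = activation above a set limit, the screen-wide mean activation plus 3 SD, cut at about 8.5% in these data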;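 also: 100% = positive control agonist at 1 µM giving full maximal response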
NADH enzymes: blocks coupling enzymes of NAD/NADH assays; IC50, µM (highest dose often 10 µM), without a hit: at the highest dose inhibition; coupled PK/LDH NADH assays, four targets; 65,000 tested, 0.02% active;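 active = single-dose screening hits from any of four coupled enzyme assays that gave an IC50 when retested across doses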;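 also: the DPM-DC format reads NADH fluorescence rather than 340 nm absorbance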
MMP-13 inhibitor: MMP13 (human) collagenase inhibition. P45452. inhibition, % at 4 µM. AID 570. 65,000 tested, 0.07% active. MMP-13 fTHP FRET cleavage, Mca fluorescence;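 active = inhibition above the mean of compound-free control plate wells plus 3 SD, cut at about 14% in these data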;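 also: 0% = DMSO wells and 100% = wells with reference MMP-13 inhibitor after basal subtraction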
HTR1A agonist: 5-HT1a (human) receptor agonism | 65,000 tested, 0.56% active | CHO 5-HT1a Ga15 NFAT-bla reporter, FRET ratio; 0% basal, 100% maximal reference agonist | P08908 | AID 567 | activation, % at 10 µM;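 active = activation above the screen-wide mean activation plus 3 SD, cut at about 19% in these data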;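 also: 0% = DMSO wells and 100% = 5-CT at EC100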
* marks the source's active call; other numbers are inactive results; i = inactive; / = no result given; [ ] = remark or other dose.

SMILES	SF-1 act	RORa activator	5HT1a antag	tolC growth inh	5HT1E antag	5HT1E ag	NADH enzymes	MMP-13 inhibitor	HTR1A agonist
O=S(=O)(c1ccc2ccccc2c1)N(CC(O)CN1CCOCC1)c1ccccc1 (centres undefined)	-3	-4	/	16	-3	0.4	1%	0	2.1
COc1ccc(OC)c(C2C(C(=O)c3ccco3)=C(O)C(=O)N2CCCN2CCOCC2)c1 (centres undefined)	-2	14	/	-5	-5	0.2	7%	2	-0.3
O=C(NCc1ccc2c(c1)OCO2)c1cccc(S(=O)(=O)N2CCCCC2)c1	0	9	-7	20	1	-0.1	6%	10	0.0
N/C(CN1CCCC1=O)=N\O	-3	-7	3	-9	7	-0.7	6%	7	0.0
Cc1nn2c3ccccc3nc2n(C)c1=O	-14	18	-16	2	-3	-0.1	9%	-4	2.0
CC(C)C[C@H](NC(=O)NCc1ccc(Cl)cc1)C(=O)O	-16	-18	-20	-13	-11	-0.6	7%	-1	-0.2
Cc1ccc(C(=O)c2ccc(O)cc2)cc1C	24	27	13	35	0	-0.4	0%	4	-0.1
Brc1cccc(-c2nnco2)c1	15	-12	-3	-11	-11	-0.1	7%	1	-2.0
Cn1c(=O)c2c(nc(N3CCc4ccccc4C3)n2Cc2ccccc2F)n(C)c1=O	9	-4	-5	34	1	0.4	3%	6	-2.1
CCOC(=O)c1c(N)nn(C(=O)C(C)(C)C)c1-c1ccccc1	5	-4	2	-1	8	-0.9	5%	4	0.5
CCOC(=O)C1(CC)NC(c2ccco2)C2C(=O)N(c3ccc(C)cc3)C(=O)C21 (centres undefined)	-19	-6	9	-4	4	1.0	5%	5	-1.8
CCN(CC)C(=O)CSc1nnc2sc3ccccc3n12	12	-18	13	6	-8	-0.5	4%	-2	-2.3
Cn1ccnc1-c1nc2ccccc2[nH]c1=O	6	-6	2	-1	-7	-0.3	3%	2	-1.9
Cc1nnc(NC(=O)c2c(F)c(F)c(F)c(F)c2F)s1	-13	-8	4	4	-6	0.7	2%	0	0.5
COc1ccc(NC(C)=O)c2nc(C)c(C)nc12	-5	-27	5	-11	30*	-0.1	2%	6	-0.3
CC(=N/O)/C(=N\O)c1ccc(C)o1	-15	-6	2	-5	-2	0.2	1%	3	-5.0
Cn1nnnc1SCC(=O)Nc1ccccc1Cl	-10	-4	-6	-5	-6	0.2	12%	2	-0.8
COc1cc(OC)cc(C(=O)NCc2nc(-c3ccccc3)no2)c1	-6	-30	6	2	-6	-1.5	6%	-21	-1.8
CCOC(=O)c1c(C)[nH]c(C)c1C(=O)COC(=O)C1CCCN1S(=O)(=O)c1ccccc1F (centres undefined)	-1	-12	6	21	-3	1.4	4%	-2	-1.4
O=C(Nc1ccccc1C(=O)NCCCn1ccnc1)c1ccccc1	2	-16	/	10	-18	-0.8	2%	6	0.4
Fc1ccccc1CSc1nnc(-c2cnccn2)n1Cc1ccco1	24	11	10	21	-3	0.6	3%	2	-3.2
Cc1nn(CC(O)Cn2cnc3c2c(=O)n(C)c(=O)n3C)c(C)c1Br (centres undefined)	1	-7	-5	-4	1	0.0	4%	2	0.6
CCOC(=O)c1ccc(NC(=O)CCc2c(C)nc3ncnn3c2C)cc1	3	-9	5	24	1	-0.4	3%	10	-3.3
CCC(C)n1cnc2c(c1=O)c1nc3ccccc3nc1n2Cc1ccccc1OC (centres undefined)	30	-16	-2	1	3	0.5	5%	-8	1.8
CCN(CC(=O)Nc1ccc2c(c1)OCCO2)CC(=O)Nc1cc(C)on1	2	0	-8	-3	-1	-0.1	2%	1	-2.5

(next part)
SMILES	SF-1 act	RORa activator	5HT1a antag	tolC growth inh	5HT1E antag	5HT1E ag	NADH enzymes	MMP-13 inhibitor	HTR1A agonist
O=c1cc(CO)oc(CN2CCN(c3ccccc3F)CC2)c1O	-11	3	10	-5	-3	4.5	1%	4	1.3
COc1cc(OC)cc(C(=O)N2CCC(N3CCCCCC3)CC2)c1	-1	-24	/	-2	-4	-0.8	11%	6	-0.9
COc1ccc(CCn2nnnc2C(C(C)C)N2CCN(c3ncccn3)CC2)cc1OC (centres undefined)	14	11	12	-1	3	-0.1	6%	3	-2.3
O=C(CN1CCN(S(=O)(=O)c2ccc(Cl)cc2)CC1)Nc1ccc2c(c1)OCCO2	12	6	3	12	7	-0.5	8%	10	-2.4
O=C(COc1cccc2ccccc12)N1CCN(c2ccccn2)CC1	7	12	15	35	9	-1.0	2%	-8	-2.6
CCOC(=O)N1CCC(NC(=O)C2CCCN2C(=O)OCc2ccccc2)CC1 (centres undefined)	4	15	-1	-22	3	0.1	3%	-3	-5.6
Oc1c(I)cc(I)c2cccnc12	0	-8	/	7	-1	0.4	3%	4	-2.6
O=C(Nc1ccc(Oc2ccccc2)cc1)C1CCN(c2ncccn2)CC1	-10	-4	-1	11	-22	0.9	6%	1	1.2
CCOC(=O)c1cc(C)n(-c2ccc(OC)c(OC)c2)c1C	0	-19	/	8	7	0.0	2%	-4	-0.1
O=C(NC1CCCCCC1)c1cc(S(=O)(=O)N2CCOCC2)ccc1N1CCCCC1	2	4	23	15	25	0.0	7%	2	0.3
CCn1ccnc1C(O)c1cccc(OC)c1OC (centres undefined)	8	-11	6	-11	-5	0.8	5%	2	-0.6
Cc1cc(NC(=O)CSc2nnnn2Cc2ccccc2)no1	-12	0	0	-4	-3	-0.3	3%	11	-1.3
COCCNC(=O)c1cc(-c2cccc(OC)c2)on1	40	17	-2	1	9	-0.7	8%	0	-3.4
CCOC(=O)c1ccc(NC(=O)CCC(=O)OC)cc1	-2	-10	-7	-7	-8	0.1	3%	2	-2.9
Cc1cc2ccccc2n1CCNC(=O)C(C)C	22	11	-3	-2	-3	0.3	7%	-1	-1.6
COCCCNC(=O)C1CCN(C(=O)c2cc3sccc3n2Cc2ccc(F)cc2)CC1	-3	9	9	14	8	0.5	7%	2	0.1
CCNC(=O)C1CC(=O)N(c2ccc(Br)cc2)C1 (centres undefined)	-4	-25	-6	-12	-1	-0.5	0%	3	-3.2
COC(=O)CSc1nnc(CNC(=O)c2cccs2)n1-c1cccc(C)c1	-15	-8	13	-10	-1	-0.6	7%	5	-2.2
O=C(c1scc2c1CCCC2)N1CCCCC1	-3	9	14	-2	1	0.5	0%	6	-0.8
CCCn1c(=NC(=O)c2ccco2)c(C(=O)OCC)cc2c(=O)n3ccccc3nc21	7	4	22	8	2	2.7	2%[fluoresces]	i[fluorescence artefact?]	6.8
CCc1c(C)sc(NC(=O)c2cccs2)c1C(=O)OC(C)C	-14	-17	-2	18	1	0.0	12%[fluoresces]	-3	1.7
O=C(NCc1cccnc1)c1c[nH]c2cc3c(cc2c1=O)OCCO3	47	25	-10	-8	-4	-0.1	2%	-5	-0.4
CCOc1ccc(C2/C(=C(\O)c3cccc(OC)c3)C(=O)C(=O)N2c2cc(C)on2)cc1OC (centres undefined)	-16	6	0	/	-10	0.2	7%	1	-3.2
CCOC(=O)N1CCN(C(=O)CN2C(=O)CC(C)(C)S(=O)(=O)c3ccccc32)CC1	4	-17	-1	-15	-1	-0.6	5%	6	-0.7
COc1ccc(OC)c(NC(=O)c2c(NC(=O)c3ccco3)sc3c2CCC3)c1	-1	-11	12	-3	-2	-0.6	9%	-6	0.3

In the list so far, 3 have two or more sulfur atoms.
SMILES	SF-1 act	RORa activator	5HT1a antag	tolC growth inh	5HT1E antag	5HT1E ag	NADH enzymes	MMP-13 inhibitor	HTR1A agonist
CCN(CC)C(=O)CSc1nnc2sc3ccccc3n12	12	-18	13	6	-8	-0.5	4%	-2	-2.3
COC(=O)CSc1nnc(CNC(=O)c2cccs2)n1-c1cccc(C)c1	-15	-8	13	-10	-1	-0.6	7%	5	-2.2
CCc1c(C)sc(NC(=O)c2cccs2)c1C(=O)OC(C)C	-14	-17	-2	18	1	0.0	12%[fluoresces]	-3	1.7

Further records
SMILES	SF-1 act	RORa activator	5HT1a antag	tolC growth inh	5HT1E antag	5HT1E ag	NADH enzymes	MMP-13 inhibitor	HTR1A agonist
Cc1cc(C(=O)Nc2nnc(C3CCCCC3)s2)no1	16	32	14	17	-1	-0.8	9%	3	0.5
CCOC(=O)c1ccccc1NC(=O)c1cc(S(=O)(=O)N2CCOCC2)ccc1F	8	-22	12	6	29*	0.1	8%	4	2.3
Cc1ccc(CN2C(=O)CCC2C(=O)NCc2ccc3c(c2)OCO3)cc1 (centres undefined)	-4	22	6	-13	-6	-0.7	8%	0	-2.2
O=c1[nH]c(CN2CCc3ccccc32)nc2scc(-c3cccs3)c12	1	11	-5	17	-6	0.1	14%	4	-2.3
Cc1noc(C)c1COC(=O)CCN1c2ccccc2Sc2ccccc21	-7	0	13	47	-5	-0.7	12%	4	-3.0
CC(C)C(NS(=O)(=O)c1cccs1)C(=O)N1CCc2ccccc2C1 (centres undefined)	8	22	10	0	6	0.2	6%	0	2.5
Cc1cc(O)c(NC(=O)c2ccco2)cc1C	-8	7	7	-6	-1	0.3	4%	-4	-0.8
Cn1c(SCC(=O)Nc2ccccc2F)nnc1-c1ccc(S(=O)(=O)N2CCOCC2)cc1	1	3	1	11	1	0.3	2%	4	0.7
Cn1nnc(NC(=O)c2cccc(OCc3ccccc3)c2)n1	48	54*	2	2	-5	1.5	3%	-4	-2.9
Cc1ccc(-n2nnc3c(=O)oc4ccccc4c32)cc1	-5	12	15	-4	-6	-0.5	7%	-7	-4.8
CCN=C1SC(CC(=O)Nc2ccccc2OCC)C(=O)N1CC (centres undefined)	-12	-13	-8	11	2	-0.3	3%	-1	-0.4
COc1ccc(-n2c(SCC(N)=O)nc3sc4c(c3c2=O)CCN(C)C4)cc1	-2	-25	/	11	8	-0.5	6%	3	3.0
COC(=O)c1ccccc1OCC(=O)NC1CCCCC1	14	26	1	17	9	-0.8	2%	0	0.2
CC(=O)OC1CC(C)(C)N(OC(=O)CCCN2C(=O)c3ccccc3C2=O)C(C)(C)C1	-18	-18	-11	-1	-1	0.5	7%	-5	-0.9
O=C(O)C1CSC(c2ccccc2)N1C(=O)c1ccco1 (centres undefined)	-9	6	-4	-24	15	-0.5	6%	3	0.3
Cc1c(CCC#N)c(N2CCN(C3CCCCC3)CC2)n2c(nc3ccccc32)c1C#N	1	-14	/	10	0	-1.0	3%	2	2.0
N#Cc1nc(-c2ccco2)oc1N1CCc2ccccc2C1	-9	-14	1	35	4	-0.1	8%[fluoresces]	-51	-1.8
COc1ccc2nc(SCc3cnc(C)nc3N)[nH]c2c1	-3	-11	-6	-6	-10	0.6	1%	-1	-1.0
O=C(Nc1ncccn1)c1cccs1	19	-7	8	-23	-1	-0.3	7%	3	-4.5
CCOc1ccc(-c2nc(C#N)c(N3CCN(CC)CC3)o2)cc1	12	5	/	3	-2	-0.2	5%[fluoresces]	-111[fluorescence artefact?]	-2.8
CS(=O)(=O)N1CCN(c2ccccc2NC(=O)CSc2ccc(Cl)cc2)CC1	-14	-7	13	14	2	-0.8	5%	0	-0.5
CCN(CC)CC(C)(C)NS(=O)(=O)c1ccc(Cl)cc1	-8	-11	-9	-8	1	-0.5	2%	2	-2.4
CC(=O)C1=C(O)C=C(c2ccco2)CC1c1ccco1 (centres undefined)	-12	-4	12	24	6	-1.5	7%	2	-3.3
